Compound activity as filed in PubChem BioAssay.
TAG inh: inhibitors of triacylglycerol accumulation, primary screen, cell-based, uHTS, fluorescence, H9c2. H9c2 cells, Nile Red lipid (TAG) fluorescence; cells loaded with 200 µM oleic acid. inhibition, % at 12.5 µM. hit rate 0.66% among 230,000. AID 651582, 2012;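 active means pattern-corrected inhibition of lipid staining of at least 50% with the nuclear-stain viability signal not falling by more than 50%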;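 further: 0% = DMSO wells and 100% = triacsin C control wells; some results filed as inactive read as strong as hits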
TAG inh DAPI viability: also measured in TAG inh; calls as there; DAPI nuclei signal change (viability), lower = more cytotoxic, %;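 whole-well DAPI fluorescence read on a plate reader as a viability signal; minus 50 percent equals half of cells still viable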
* hit, by the source's call. An excerpt (hit frequency here may not be typical).

SMILES | TAG inh | TAG inh DAPI viability
S=C(Nc1cc(Cl)cc(Cl)c1)NC1CCN(Cc2ccccc2)CC1 | 16 | 8
COc1ccc(CNC(=O)CSC(=S)N2CCCC2)cc1 | -1 | 2
O=C(CSc1nnnn1-c1ccccc1)NC(=O)NCc1ccco1 | 5 | -14
CC(C)C(NS(=O)(=O)c1ccccc1)C(=O)N1CCCC1 (stereo unspecified) | -18 | -3
CC1CN(C(=O)COC(=O)c2cccc(S(=O)(=O)N3CCc4ccccc43)c2)CC(C)O1 (stereo unspecified) | -15 | 8
CN(CC(=O)Oc1ccc(-c2nnco2)cc1)S(=O)(=O)c1ccc(F)cc1 | 3 | 7
Cc1nc2sc(C(N)=O)c(N)c2c(C)c1CC(=O)c1ccccc1 | -6 | 1
O=C(COc1ccc(-c2nnco2)cc1)Nc1cc([N+](=O)[O-])ccc1F | -13 | 8
Cc1ccc(Nc2nnc(-c3ccc(N4CCOCC4)c([N+](=O)[O-])c3)c3ccccc23)cc1 | 11 | -4
CCCCOC(=O)Nc1ccc2c(C)cc(=O)oc2c1 | 18 | 1
O=C(CN1C(=O)NC2(CCCc3ccccc32)C1=O)NC1CCCCC1 (stereo unspecified) | 12 | -6
CCOc1cc(-c2c(C#N)c(=O)[nH]c3c2c(C)nn3-c2ccc(F)cc2)ccc1O | -20 | 7
Cc1cccc(C)c1NC(=O)CSc1nnc(-c2ccco2)c(-c2ccco2)n1 | 6 | 7
COCc1nnc(NC(=O)c2cccc(NC(=O)C(C)C)c2)s1 | 15 | 3
CC1=C(C(=O)OCC2CCCO2)C(c2ccc(C)cc2)C2=C(CC(C)(C)CC2=O)N1 (stereo unspecified) | -1 | 4
C[C@@H]1Cn2cnc(C(=O)NCC(=O)OC(C)(C)C)c2C(=O)N1 | -4 | -1
CN(C)C(=O)c1ccc(Cc2cn(C)c3ccccc23)nc1 | 6 | 0
Cc1nn(Cc2ccccc2)c2sc(C(=O)NCc3cccnc3)cc12 | 10 | 13
O=C(Nc1cc(S(=O)(=O)N2CCOCC2)ccc1N1CCCC1)c1cccnc1Cl | 17 | -14
O=C1CC(NNC(=O)c2ccccc2)C(=O)N1 (stereo unspecified) | -8 | 1
Cc1ccsc1-c1cc2nc(Nc3ccc(F)cc3)n(C)c(=O)c2s1 | 12 | 5
C=CCNc1nc(C(=O)OCC(=O)c2cccc(Br)c2)cs1 | 31 | -3
CCOC(=O)C1(CC2CCCCO2)CCN(Cc2cn[nH]c2-c2cccc(F)c2)CC1 (stereo unspecified) | -12 | 7
Cc1nc(N)nc(N)c1Oc1ccc(Cl)cc1 | -17 | 13

Profiles from above:
Cc1ccsc1-c1cc2nc(Nc3ccc(F)cc3)n(C)c(=O)c2s1 is entered as TAG inh: 12; TAG inh DAPI viability: 5
COCc1nnc(NC(=O)c2cccc(NC(=O)C(C)C)c2)s1 is entered as TAG inh: 15; TAG inh DAPI viability: 3
Cc1nn(Cc2ccccc2)c2sc(C(=O)NCc3cccnc3)cc12 is entered as TAG inh: 10; TAG inh DAPI viability: 13

Continued.
SMILES | TAG inh | TAG inh DAPI viability
O=C(NNS(=O)(=O)c1ccccc1)c1cc2cc3ccccc3nc2s1 | 1 | -1
Cc1ccc(S(=O)(=O)Nc2ccc(C(=O)N3CCN(c4ccccc4O)CC3)cc2)cc1[N+](=O)[O-] | 9 | -1
CC(C)CN(C(=O)CSc1ncnc2ccccc12)C1CCS(=O)(=O)C1 (stereo unspecified) | 12 | -3
CC(C)Sc1nnc(NC(=O)c2ccc3c(c2)OCO3)s1 | 4 | 2
COc1ccc2nc(-c3ccccc3)nc(C3CCCCC3)c2c1 | 0 | 8
C=Cn1c(C(=O)O)ccc1-c1ccc(CC)cc1 | -19 | 2
O=[N+]([O-])c1cc(S(=O)(=O)/N=C(/c2ccccc2)N2CCOCC2)ccc1Cl | 18 | 16
Cc1ccc(N2C(=O)C3C(C2=O)C2C=CC3C23CC3)c([N+](=O)[O-])c1 (stereo unspecified) | 2 | 5
COc1cccc(CN(CC2CCCO2)C(=O)c2cc3ccccc3oc2=O)c1 (stereo unspecified) | -18 | -1
COc1ccc(C(=O)NC2CCN(C(=S)Nc3ccc(C)cc3)CC2)cc1 | -6 | 7
CC1(C)CC(=O)C(C2=NC3(CCCCC3)Cc3ccccc32)=C(O)C1 | 4 | 5
O=C(NCCCN1CCOCC1)C(=O)NCC1OCCCN1S(=O)(=O)c1cc(F)ccc1F (stereo unspecified) | -11 | 7
COc1ccccc1C(=O)Nc1ccc2c(c1)CN(Cc1cnc(C)s1)CC2 | -5 | -4
CSCCC1(C(=O)O)NC(c2ccccc2O)C2C(=O)N(C(C)C)C(=O)C21 (stereo unspecified) | 1 | -3
O=C1c2ccccc2-c2n[nH]c3cccc1c23 | -7 | 19
COC(=O)C1CCN(C(=O)CSc2nc3ccc(OC)cc3[nH]2)CC1 | 6 | 7
O=C(Nc1nc(-c2ccccc2)cs1)c1cccs1 | 41 | -1
O=C(NCc1cc(C(F)(F)F)ccc1Cl)c1cccc2c1C(=O)c1ccc(N3CCCCC3)cc1S2(=O)=O | -60 | 2
COc1cc(C(=O)NC(=S)N2CCN(C)CC2)cc(OC)c1OC | 0 | -2
Cc1cccc(N2Cc3ccccc3C2=NC(=O)c2ccc(Cl)nc2)c1 | 8 | 2
O=C(COC(=O)c1ccccc1O)Nc1cccnc1Cl | 0 | -2
COc1cc(OC)cc(C(=O)N2CCN=C2SCc2cccnc2)c1 | 16 | -9
N/C(=N\c1nc2ccccc2o1)NC(=O)/C=C/c1ccccc1 | 20 | -8
COc1ccc(C(=O)Oc2c(OC)cc(C(=S)N3CCOCC3)cc2OC)cc1 | -21 | 4
CCOc1ccccc1OCCC(=O)OCC(=O)Nc1c(C)cc(C)cc1C | 7 | -3
Cc1oc(CSCC2CCCO2)cc1C(=O)O (stereo unspecified) | -22 | 8
COc1ccc(-c2nn(C)c(=O)c3ccccc23)cc1NS(C)(=O)=O | 37 | 10
Cc1ccc(OCc2nnc(SCC(=O)NCc3ccccc3)n2C)cc1 | 8 | -2
NS(=O)(=O)c1ccc(NC(=S)NNC(=O)CCC(=O)Nc2ccccc2Cl)cc1 | 12 | 4
COc1cccc(C(NC(C)=O)c2ccc3cccnc3c2O)c1 (stereo unspecified) | 48 | -28
CCCn1nnnc1NCc1ccc(SC)cc1 | -6 | -4
Cc1ccc(-c2noc(CSc3nc(N)cc(N)n3)n2)cc1 | 6 | 2
COc1ccc2c(c1)S(=O)(=O)c1ccccc1N2 | -2 | -2
COc1ccc(NC(=O)CSc2nnc(-c3ccccc3Cl)n2Cc2ccco2)c(OC)c1 | -3 | 4
C[C@H](CO)N1C[C@H](C)[C@@H](CN(C)Cc2cccc3c2OCCCO3)OCc2cnnn2CCCC1=O | -8 | 7
COc1ccc(S(=O)(=O)N(CCc2ccccc2)CC(N)=O)cc1 | -4 | 5
CC(O)(c1ccc(F)c(F)c1)c1nc(-c2cccc(C(=O)O)c2)cs1 (stereo unspecified) | 9 | 2
O=S(=O)(c1ccc2c(c1)OCCO2)N1CCC(n2nnc3cc(F)ccc32)CC1 | 13 | -10
COc1ccccc1NCC(=O)Nc1cc(S(=O)(=O)N2CCOCC2)ccc1N1CCOCC1 | 7 | -13
CC1(c2ccc(OC(F)F)cc2)NC(=O)N(CC(=O)Nc2cccc(S(N)(=O)=O)c2)C1=O (stereo unspecified) | 10 | -2
CCN(CC)CCN(Cc1cc2cc3c(cc2[nH]c1=O)OCO3)C(=S)NCc1ccco1 | 12 | 33
COc1cc2[nH]c(=O)n(CCCCCC(=O)N3CC=C(c4ccccc4)CC3)c(=O)c2cc1OC | 43 | -11
COc1ccccc1NC(=O)Nc1nc(CC(=O)N2CCN(c3ccccc3)CC2)cs1 | 1 | 7
COc1ccc(-c2cc(C(=O)NC(C(=O)O)C(C)C)c(C)o2)cc1OC (stereo unspecified) | 2 | 9
CC(C)NC(=S)NNc1nc2ccccc2s1 | -3 | 0
COC(=O)CSc1nnc(C)n1-c1ccc(C)cc1 | 1 | 11
COc1cc(OC)c(NC(=O)c2cc3ccccc3cc2O)cc1Cl | 22 | 15
CN(Cc1ccccc1)C(=O)c1ccc(Cc2cn(C)c3ccccc23)nc1 | -25 | 0
COC(=O)c1ccc(CSc2ccccc2NC(=S)Nc2cccc(SC)c2)o1 | -9 | 0
CN(Cc1ncc[nH]1)C(=O)CC1C(=O)NCCN1Cc1c(F)cccc1Cl (stereo unspecified) | -1 | 10
O=C(COc1ccccc1)Nc1ccc(C(=O)N2CCCC2)cc1 | 2 | -2
O=C1COc2ccc(C(=O)COC(=O)Cc3ccsc3)cc2N1 | 13 | 1
COc1nonc1NCn1nc(C)cc1C | 16 | -13
OCCC1CN(Cc2ccc(Oc3ncccn3)cc2)CCN1Cc1ccc(F)c(F)c1 (stereo unspecified) | 0 | 0
Cc1ccc(C)c(OCCC(=O)OCC(=O)Nc2cccc(S(=O)(=O)N3CCCC3)c2)c1 | -9 | 2
CC(=O)Nc1ccc(NC(=O)CSc2ccc3nnc(-c4ccccn4)n3n2)cc1 | -2 | 10
O=C(Nc1cccnc1)OC1CCCCC1 | 4 | -4
Cc1ccc(NC(=O)CN(C)C(=O)CSc2nc(C)cc(C)n2)cc1 | -1 | 2
CC(C)NC(=O)NC(=O)COC(=O)/C=C/c1ccccc1[N+](=O)[O-] | -3 | 11
COc1ccc(OC)c(CN2CCN(CCCc3ccccc3)C(CCO)C2)c1 (stereo unspecified) | -18 | 0

A different layout for some results above.
compound: CC1(C)CC(=O)C(C2=NC3(CCCCC3)Cc3ccccc32)=C(O)C1
  TAG inh = 4	TAG inh DAPI viability = 5

compound: O=C(NCCCN1CCOCC1)C(=O)NCC1OCCCN1S(=O)(=O)c1cc(F)ccc1F (stereo unspecified)
  TAG inh = -11	TAG inh DAPI viability = 7

compound: COc1ccccc1C(=O)Nc1ccc2c(c1)CN(Cc1cnc(C)s1)CC2
  TAG inh = -5	TAG inh DAPI viability = -4

compound: CSCCC1(C(=O)O)NC(c2ccccc2O)C2C(=O)N(C(C)C)C(=O)C21 (stereo unspecified)
  TAG inh = 1	TAG inh DAPI viability = -3

More entries.
SMILES | TAG inh | TAG inh DAPI viability
Nc1nc(SCC(=O)Nc2ccccc2)[nH]c(=O)c1NC(=O)c1cccs1 | 6 | -5
c1ccc(CSc2nccc(-c3ccco3)n2)cc1 | -13 | 1
COC(=O)c1cnc(Oc2ccc(NC(=O)NC(=O)c3c(F)cccc3Cl)cc2)cc1C(F)(F)F | 18 | -8
Cc1cc2ccccc2n1CCNC(=O)C(C)(C)C | 0 | -5
Cn1c(C(=O)OCC(=O)NCc2ccc(F)cc2)cc2occc21 | 0 | -10
CCOc1ccccc1OCC(=O)NN1Cc2ccccc2C1=N | -23 | 16
Nc1nnc(SCC(=O)Nc2cccc(S(=O)(=O)N3CCCCC3)c2)s1 | 2 | 5
CCOc1ccc(CCNC(=O)Cn2ccc3ccccc3c2=O)cc1OCC | 37 | -4
O=C(Nc1ncn[nH]1)c1cc(S(=O)(=O)Nc2cccc(C(F)(F)F)c2)ccc1Cl | 12 | -5
C/C(=N/NS(=O)(=O)c1cc(C)ccc1C)c1ccc2c(c1)OCO2 | -22 | -3
Cc1cccc(-n2cnc(C(=O)Nc3cccnc3)c2)n1 | 1 | -4
CCn1cc(C2Nc3ccccc3C(=O)N2O)c(C)n1 (stereo unspecified) | 5 | 21
O=c1c2ccccc2nc(SCc2nc(-c3ccccc3)no2)n1-c1ccc(F)cc1 | -9 | 12
COCCNC(=O)C1CCCN(C(=O)/C=C/c2ccccc2)CC1 (stereo unspecified) | 7 | 1
Fc1ccc(NC(=S)Nc2ccccc2N2CCOCC2)cc1Cl | -14 | 4
CCOc1nc(C)ccc1-c1noc(-c2ccccn2)n1 | 12 | -9
COc1ccccc1-c1nc(SCC(=O)N(C)c2ccccc2)c2c(=O)n(C)c(=O)n(C)c2n1 | 14 | 1
O=C(CCc1ccccc1)NCCS(=O)(=O)N1CCN(c2ccccc2)CC1 | 4 | -6
COc1ccc(S(=O)(=O)Nc2ccccc2C(=O)N2CCCC2)cc1OC | -7 | 0
CC(=O)Nc1nc(-c2ccccc2)c(-c2ccccc2)o1 | 15 | 0
CC1=NN(c2nc3ccccc3[nH]2)C(=O)C1Cc1ccccc1 (stereo unspecified) | 54* | -13*
CCCCC1CCC(C(=O)N(C)CC(=O)Nc2cccc(OC)c2)CC1 (stereo unspecified) | -73 | -5
CCOC(=O)Cc1csc(NS(=O)(=O)c2ccc(NC(C)=O)cc2)n1 | -1 | -6
C/C(=N\Nc1ccc(C(=O)c2c(C)cc3ccccn23)cc1[N+](=O)[O-])c1ccc(O)cc1 | 27 | -5

Of the compounds above, these contain a thiophene ring, fused or not:
SMILES | TAG inh | TAG inh DAPI viability
Cc1nc2sc(C(N)=O)c(N)c2c(C)c1CC(=O)c1ccccc1 | -6 | 1
Cc1nn(Cc2ccccc2)c2sc(C(=O)NCc3cccnc3)cc12 | 10 | 13
Cc1ccsc1-c1cc2nc(Nc3ccc(F)cc3)n(C)c(=O)c2s1 | 12 | 5
O=C(NNS(=O)(=O)c1ccccc1)c1cc2cc3ccccc3nc2s1 | 1 | -1
O=C(Nc1nc(-c2ccccc2)cs1)c1cccs1 | 41 | -1
O=C1COc2ccc(C(=O)COC(=O)Cc3ccsc3)cc2N1 | 13 | 1
Nc1nc(SCC(=O)Nc2ccccc2)[nH]c(=O)c1NC(=O)c1cccs1 | 6 | -5
